Shiga inhibitor: A qHTS for Small Molecule Inhibitors of Shiga Toxin; Vero cells, Shiga toxin protein synthesis inhibition reporter; inhibition, % at 38.7 µM; hit rate 9.2% among 290,000; AID 2315, 2010; in the data active = inhibition mostly above about 28%, no sharp cut-off; inactive = mostly below about 43%; note: 0% is about no effect
FBPA Giardia inh: qHTS Assay for Inhibitors of Fructose-1,6-bisphosphate Aldolase from Giardia Lamblia. purified Giardia FBPA. A8B2U2. Potency, µM (titrated, usually from 59.6 µM), for the others: at the top dose activity, negative = inhibition, actives largely listed as inhibitors. hit rate 0.71% among 290,000; note: potency is the fitted concentration of half-maximal effect; % is set by controls: 0 for no effect and ±100 for the full control effect; nearly all actives have a fitted effect of over 55% in size
Target sequence (A8B2U2 whole entry, looked up): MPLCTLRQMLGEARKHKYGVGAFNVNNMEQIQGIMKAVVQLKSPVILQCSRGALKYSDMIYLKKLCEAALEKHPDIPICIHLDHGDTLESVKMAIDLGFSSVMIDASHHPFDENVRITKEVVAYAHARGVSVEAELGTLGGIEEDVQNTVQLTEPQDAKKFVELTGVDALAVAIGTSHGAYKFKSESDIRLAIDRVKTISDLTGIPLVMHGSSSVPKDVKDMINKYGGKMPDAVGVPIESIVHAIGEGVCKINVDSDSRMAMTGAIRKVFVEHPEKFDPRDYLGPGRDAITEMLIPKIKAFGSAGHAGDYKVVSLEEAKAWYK
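40 nM FBPA preincubated 10 min at RT with compound (up to 57.5 uM final), then substrate plus GAPDH/TPI/NAD/arsenate coupling and diaphorase/resazurin added. Fluorescence read after 20 min at RT, 525/598 nm.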
AMA1-RON2 inh: qHTS for Inhibitors of AMA1-RON; Towards Development of Antimalarial Drug Lead: Primary Screen | Plasmodium falciparum AMA1 (3D7) - RON2 peptide interaction | AlphaScreen AMA1-biotinylated RON2 peptide binding | Potency, µM (highest dose often 58.2 µM), for the others: top-dose activity change, negative = inhibition, actives largely listed as inhibitors | hit rate 0.2% among 360,000 | AID 720542, 2013;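 note: potency is the fitted concentration of half-maximal effect; 0% = vehicle wells and -100% = peptide control; nearly all actives have a fitted effect of over 45% in size; some results filed as inactive show a strong effect at the top dose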
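AMA1 (3D7) with his tag at 25 nM final met compounds first, then biotinylated RON2 peptide at 25 nM; detection used donor plus acceptor beads, 10 µg/mL apiece, read by AlphaScreen after 30 min at room temperature.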
AmpC inh detg: qHTS Inhibitors of AmpC Beta-Lactamase (assay with detergent); P00811; AID 485294, 2010; hit rate 0.041% among 370,000; Potency, µM (top dose mostly 114 µM), without a hit: at the top dose activity change, negative = inhibition, most hits filed as inhibitors; AmpC hydrolysis of nitrocefin, absorbance 480 nm, 0.01% Triton;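 note: potency is the fitted concentration of half-maximal effect; 0% = no-compound wells and -100% = no-enzyme wells; nearly all actives have a fitted effect of over 25% in size; some results filed as inactive show a strong effect at the top dose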
Target sequence (P00811 whole entry, looked up): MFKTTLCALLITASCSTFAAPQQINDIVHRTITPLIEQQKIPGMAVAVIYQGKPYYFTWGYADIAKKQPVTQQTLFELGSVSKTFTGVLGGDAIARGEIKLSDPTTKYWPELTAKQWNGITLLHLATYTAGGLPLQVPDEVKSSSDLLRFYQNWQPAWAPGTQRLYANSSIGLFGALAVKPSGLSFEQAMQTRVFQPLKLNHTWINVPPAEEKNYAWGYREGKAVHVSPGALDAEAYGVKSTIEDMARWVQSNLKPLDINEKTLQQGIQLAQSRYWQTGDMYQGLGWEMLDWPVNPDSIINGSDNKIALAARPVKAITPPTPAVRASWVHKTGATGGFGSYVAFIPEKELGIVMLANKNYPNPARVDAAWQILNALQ
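20 mM phosphate pH 7.0 + 0.01% (detergent screen) or 0.0001% Triton X-100; 5.3 nM AmpC reagent; cpd preinc 15 min RT; nitrocefin (800 uM stock) to start; A480 q20 s × 4 min; Activity was normalised to no-enzyme and no-compound control wells.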
AmpC inh no detg: qHTS Inhibitors of AmpC Beta-Lactamase (assay without detergent) | P00811 | AmpC nitrocefin hydrolysis, absorbance 480 nm, 0.0001% Triton | Potency, µM (titrated, usually from 57.1 µM), inactives show top-dose activity change, negative = inhibition, actives largely listed as inhibitors | hit rate 0.52% among 330,000;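 note: potency is the fitted concentration of half-maximal effect; plate controls were no compound for no effect and no enzyme for full effect; nearly all actives have a fitted effect of over 20% in size; some results filed as inactive show a strong effect at the top dose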
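AmpC (5.3 nM in the dispensed reagent) in 20 mM phosphate pH 7.0 with 0.01% (detergent screen) or 0.0001% Triton X-100 was preincubated with compounds for 15 min at room temperature. Nitrocefin was then added from an 800 uM solution, and hydrolysis was followed at 480 nm.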
CHX counter: Cycloheximide Counterscreen for Small Molecule Inhibitors of Shiga Toxin. max response, %. AID 2314, 2010. cell reporter, cycloheximide protein synthesis inhibition counterscreen. hit rate 12% among 300,000; in the data active = max response mostly above about 13%, no sharp cut-off; inactive = mostly below about 14%; note: read at 38.3 µM for the half of the compounds with a filed dose; 0% is about no effect
HCMV antiviral: qHTS Assay for inhibitors of the human cytomegalovirus (HCMV). HFF cells, HCMV-luciferase reporter, 72 h; hits give low values. activity change, negative = inhibition, % at 57.5 µM. hit rate 4.5% among 410,000. AID 1259415, 2018; in the data active = activity change below about -60%; inconclusive = no clear call, values can overlap the other calls; inactive = above about -39%; note: % is set by controls: 0 for no effect and ±100 for the full control effect
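Luciferase read-out from HCMV-luciferase-infected HFFs (MOI 1 PFU/cell) 72 h post infection at 37C; compounds added after 16 h cell attachment; activity normalized between buffer-only basal and Salinomycin (10uM) inhibitor controls.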
* hit, by the source's call; ? = inconclusive; . = not tested or not shown; & = joins results of further samples; [ ] = dose if it differs, or a comment. Unless noted, calls come from the whole dose curve; as a rule, active = well fitted curve in the direction sought with a large enough effect; inconclusive = small, poorly fitted or top-dose-only effect, or another doubt; inactive = no such curve, though single readings can be large; an effect the other way counts as inactive or inconclusive. Compounds as they come, and some 16% of all compounds hit somewhere here.

SMILES	Shiga inhibitor	FBPA Giardia inh	AMA1-RON2 inh	AmpC inh detg	AmpC inh no detg	CHX counter	HCMV antiviral
O=C(COC(=O)c1cncc(Br)c1)NCCC1=CCCCC1	-14.1	-10.8%	0.9%	-2.3%	8.2%	-1.1	28.8
Cc1ccc(S(=O)(=O)C(C#N)c2nc3ccccc3nc2OC(C)C)cc1 (stereo not given)	-7.3	?	-4.0%	0.9%	-2.1%	6.2	-15.9
CCOCCn1c(N2CCCC2)nc2c1c(=O)n(C)c(=O)n2C	4.2	-4.9%	-3.7%	-7.8%	-11.4%	-3.4	-15.5
Cc1ccnc(NC(=O)Nc2ccc3c(c2)N(C)C(=O)CS3)c1	155.8*	2.1%	-6.0%	?	-9.9%	82.8*	28.7
Cc1cc(C)c(C#N)c(SCc2ccccc2)n1	-7.5	-3.1%	57.9%[activator]	-6.3%	-28.8%	-0.9	-3.3
CC(OC(=O)CCN=C1NS(=O)(=O)c2ccccc21)C(=O)NC1CCCCC1C (stereo not given)	.	.	-12.6%	-15.7%	-18.3%	.	-2.9
CCc1nnc(NC(=O)C2(C)COC(c3ccc(OC)cc3)OC2)s1 (stereo not given)	-3.9	-2.6%	-9.5%	4.9%	32.8%	3.1	119.4
CC(C)C(=O)OC/C(O)=C(\C#N)c1nc2ccccc2[nH]1	11.1	19.9µM*	87.3%[activator]	8.1%	-31.6%	15.4	-65.0*
Cc1cccc(-n2cc(-c3ccccc3)c3c(NN4CCOCC4)ncnc32)c1	-11.3	4.6%	-14.9%	-8.6%	298.3%[activator]	-4.9	-29.8
O=C1CN(C(=O)c2cc(Br)c(Br)s2)c2ccccc2N1	-7.9	-2.2%	-0.5%	0.8%	-30.5%	-0.9	-22.3
COc1cc(NC(=O)c2cccc3c2C(=O)N(C2CCCCC2)C3)cc(OC)c1OC	-6.7	.	-0.6%	3.9%&0.6%	155.8%[activator]	5.7	-91.3*
COc1ccc(N(CC(=O)NCCSc2ccccc2)S(=O)(=O)c2ccccc2)cc1	-21.9	.	-2.7%	2.9%	-15.1%	-1.3	4.0
CC(C)CCNC(=O)Cc1ccc(Nc2nc(=S)[nH]c3ccccc23)cc1	10.4	-0.2%	79.6%[activator]	3.1%	15.8µM*	6.5	4.4
CC(=O)N1CCCN(Cc2cn(-c3ccc(C)cc3)nc2-c2ccc(F)cc2)CC1	16.6	3.1%	8.4%	3.4%	207.6%[activator]	7.7	49.3
COc1ccccc1NC(=O)CCC(=O)OC(C)C(=O)c1ccccc1 (stereo not given)	-1.0	7.7%	10.1%	?	3.7%	-2.2	-11.6
CC(=O)Nc1ccc(SCCN2CCN(C)CCC2=O)cc1	5.9	0.3%	.	.	.	8.6	.
N#Cc1c(-c2ccccc2Cl)cc(-c2ccccc2)[nH]c1=S	59.1	6.1%	.	-8.6%	-18.5%	-0.6	.
CCCC(C)NC(C)C(=O)NC1CCCC1 (stereo not given)	-8.7	8.4%	-13.8%	-1.4%	-6.1%	-0.7	-1.0
COC(=O)c1ccccc1NC(=O)CSc1nccn1C	-14.3	-26.4%	2.1%	-3.9%	4.6%	13.7	5.9
CC1CCCCN1CCCNC(=O)CCCN1C(=O)c2cccnc2Sc2ccccc21 (stereo not given)	-2.4	.	2.3%	-8.3%	0.8%	7.2	.
O=C(COC(=O)c1ccc(S(=O)(=O)NCc2ccco2)cc1)Nc1ccc(Cl)cn1	20.1	-2.7%	-9.1%	3.8%	-57.6%	-2.3	-34.0
Cc1ccc(-c2[nH]c3ccccc3c2SCCN)cc1	18.3	1.9%	20.4%	-0.2%	-24.0%	5.4	-22.8
COc1ccc2cc(C(c3nnnn3C(C)(C)C)N3CCc4ccccc4C3)c(=O)[nH]c2c1 (stereo not given)	-2.7	-15.8%	.	-1.2%	0.4%	-1.9	.
CCCCn1c(SCC(=O)N2c3ccccc3Sc3ccccc32)nc2c1c(=O)n(C)c(=O)n2C	-1.1	-2.4%	-6.0%	1.7%	128.0%[activator]	-1.2	2.7
COc1cc([C@@H]2CC=C(C(=O)O)[C@H](c3ccc(Cl)cc3)N2S(=O)(=O)c2ccc(C)cc2)cc(OC)c1OC	.	.	0.2%	?	-7.8%	.	26.8

As entered above.
Result of O=C(COC(=O)c1ccc(S(=O)(=O)NCc2ccco2)cc1)Nc1ccc(Cl)cn1 in FBPA Giardia inh: -2.7%
Result of Cc1ccc(-c2[nH]c3ccccc3c2SCCN)cc1 in Shiga inhibitor: 18.3
Result of CCOCCn1c(N2CCCC2)nc2c1c(=O)n(C)c(=O)n2C in HCMV antiviral: -15.5

(more compounds)
SMILES	Shiga inhibitor	FBPA Giardia inh	AMA1-RON2 inh	AmpC inh detg	AmpC inh no detg	CHX counter	HCMV antiviral
O=C1C2C(C(=O)N1CCc1ccccc1)C1C=CC2C12CC2 (stereo not given)	33.6	3.8%	10.9%	-0.9%	-4.0%	10.6	18.4
O=S(=O)([N-]c1nc2ccccc2nc1-n1cc[n+](Cc2ccccc2)c1)c1ccc(Cl)cc1	10.5	0.8%	-5.7%	3.6%	-2.3%	1.4	90.6
C=CCn1c(C)cc(C(=O)CSc2nnc(-c3cccc(S(=O)(=O)N(CC)CC)c3)o2)c1C	-16.7	1.2%	-28.3%	6.3%	-5.1%	15.8	-12.6
CCOc1ccc(C(=O)NCC(=O)OCc2nnc(-c3ccccc3)o2)cc1OCC	.	.	22.0%	0.0%	-14.7%	.	34.9
Cc1[nH]c(=O)[nH]c(=O)c1S(=O)(=O)N1CCCC(C(=O)NCCc2ccccc2)C1 (stereo not given)	4.9	2.4%	-1.9%	1.8%	-9.9%	-1.5	-35.3
C(=N\Nc1nc(-c2ccccc2)cs1)/c1ccncc1	51.1*	-10.9%	3.1%	0.1%	-24.4%	42.8*	16.0
Cc1ccc(NC(=O)COC(=O)CCC(=O)c2cccs2)cc1S(=O)(=O)N1CCOCC1	-3.4	7.5%	-5.3%	-4.9%	-4.3%	0.9	18.8
C[C@@H](C(=O)Nc1ccc2ccccc2c1)[C@H]1C[C@]1(C)[C@H](NS(=O)(=O)c1ccccc1)c1ccccc1	10.7	0.9%&-4.2%	-4.2%	?	-27.1%	-2.5	-12.6
CCOC(=O)c1c(C)n(C)c2ccc(OC)c(NC(=O)CN3CCN(C4CCCCC4)CC3)c12	-18.3	5.7%	1.0%	1.8%	102.2%[activator]	9.7	-16.2
Cc1ccc(NC(=O)CCNC(=O)c2ccccc2Cl)cc1S(=O)(=O)N1CCCCCC1	.	.	-3.5%	7.4%	7.3%	.	-9.1

Just AMA1-RON2 inh, for some of the entries so far:
canonical_smiles | AMA1-RON2 inh
O=C1C2C(C(=O)N1CCc1ccccc1)C1C=CC2C12CC2 (stereo not given) | 10.9%
CCOc1ccc(C(=O)NCC(=O)OCc2nnc(-c3ccccc3)o2)cc1OCC | 22.0%

A draw from above in order of number of heavy atoms, descending.
SMILES	Shiga inhibitor	FBPA Giardia inh	AMA1-RON2 inh	AmpC inh detg	AmpC inh no detg	CHX counter	HCMV antiviral
C[C@@H](C(=O)Nc1ccc2ccccc2c1)[C@H]1C[C@]1(C)[C@H](NS(=O)(=O)c1ccccc1)c1ccccc1	10.7	0.9%&-4.2%	-4.2%	?	-27.1%	-2.5	-12.6
CCOC(=O)c1c(C)n(C)c2ccc(OC)c(NC(=O)CN3CCN(C4CCCCC4)CC3)c12	-18.3	5.7%	1.0%	1.8%	102.2%[activator]	9.7	-16.2
C=CCn1c(C)cc(C(=O)CSc2nnc(-c3cccc(S(=O)(=O)N(CC)CC)c3)o2)c1C	-16.7	1.2%	-28.3%	6.3%	-5.1%	15.8	-12.6
Cc1[nH]c(=O)[nH]c(=O)c1S(=O)(=O)N1CCCC(C(=O)NCCc2ccccc2)C1 (stereo not given)	4.9	2.4%	-1.9%	1.8%	-9.9%	-1.5	-35.3
C(=N\Nc1nc(-c2ccccc2)cs1)/c1ccncc1	51.1*	-10.9%	3.1%	0.1%	-24.4%	42.8*	16.0

Screens: PubChem, National Center for Advancing Translational Sciences (NCATS)
